Bioassay records: PubChem BioAssay, National Center for Advancing Translational Sciences (NCATS)
DT40 TDP1 no CPT: qHTS for Inhibitors of human tyrosyl-DNA phosphodiesterase 1 (TDP1): qHTS in cells in absence of CPT; DT40 Tdp1-/- hTDP1 cells, no CPT, ATP luminescence, 48 h; Potency, µM (highest dose often 46.2 µM), inactives show top-dose activity change, negative = growth inhibition, usual class: inhibitors; 420,000 tested, 15% active; AID 686978, 2013; also: nearly all actives have a fitted effect of over 55% in size
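Stably hTDP1-transfected Tdp1-null chicken DT40 cells were treated with library compounds minus camptothecin and grown for at least 48 hr at 37 °C, after which cellular ATP was quantified by luminescence.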
GCN5L2 inh: blocks human GCN5L2 histone acetyltransferase. GCN5L2 HAT assay, ThioGlo1 CoA-SH fluorescence. Potency, µM (series often up to 58.9 µM), inactives show top-dose activity change, negative = inhibition, hits mostly inhibitors. 390,000 tested, 0.21% active
Target sequence (Q92830 whole entry, looked up): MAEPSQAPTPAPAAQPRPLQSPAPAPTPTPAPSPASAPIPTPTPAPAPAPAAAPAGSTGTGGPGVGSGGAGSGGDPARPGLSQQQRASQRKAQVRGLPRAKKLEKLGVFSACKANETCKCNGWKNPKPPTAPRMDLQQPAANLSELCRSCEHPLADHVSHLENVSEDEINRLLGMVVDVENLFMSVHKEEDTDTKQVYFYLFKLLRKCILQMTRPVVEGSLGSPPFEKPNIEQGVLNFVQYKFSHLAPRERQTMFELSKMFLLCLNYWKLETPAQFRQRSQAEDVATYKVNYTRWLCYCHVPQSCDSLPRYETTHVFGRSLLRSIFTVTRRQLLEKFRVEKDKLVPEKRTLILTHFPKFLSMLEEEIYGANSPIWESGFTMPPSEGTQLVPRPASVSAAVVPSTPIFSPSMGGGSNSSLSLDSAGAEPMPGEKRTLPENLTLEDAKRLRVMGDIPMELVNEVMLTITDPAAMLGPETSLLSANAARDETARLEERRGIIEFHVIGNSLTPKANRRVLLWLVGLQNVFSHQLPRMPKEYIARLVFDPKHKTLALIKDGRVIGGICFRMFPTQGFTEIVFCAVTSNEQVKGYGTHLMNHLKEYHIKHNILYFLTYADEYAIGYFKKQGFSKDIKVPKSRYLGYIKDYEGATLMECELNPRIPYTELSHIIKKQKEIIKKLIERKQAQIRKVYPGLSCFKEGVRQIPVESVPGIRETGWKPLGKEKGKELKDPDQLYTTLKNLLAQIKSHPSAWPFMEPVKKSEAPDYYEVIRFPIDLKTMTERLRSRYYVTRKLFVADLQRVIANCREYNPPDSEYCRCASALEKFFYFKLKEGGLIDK
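Preincubate 20nM GCN5L2 with compound 15 min, RT → add 50uM ThioGlo1 + 75uM H3(1-25) + 70uM acetyl-CoA → read fluorescence 0 and 20 min. Primary qHTS; fluorescent artifacts likely.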
TDP1 cell CPT: DT40-hTDP1 cell growth loss with CPT. chicken DT40 Tdp1-/-;hTDP1 cells + 20 nM CPT, ATP luminescence, 48 h. 420,000 tested, 12% active. Potency, µM (titrated, usually from 46.2 µM), for the others: top-dose activity change, negative = growth inhibition, most hits filed as inhibitors; also: nearly all actives have a fitted effect of over 55% in size
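Chicken DT40 Tdp1-/- cells stably complemented with human TDP1 were seeded at 400 cells/well in medium containing 20 nM camptothecin, exposed to pin-transferred compounds, and grown at 37 °C for at least 48 hr. Viability was read as ATP luminescence.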
The depositor's hits bear a star; ? = inconclusive; · = no result given; [ ] = dose if it differs, or a comment. Calls follow the shape of the dose curve; as a rule, active = well fitted curve in the direction sought with a large enough effect; inconclusive = small, poorly fitted or top-dose-only effect, or another doubt; inactive = no such curve, though single readings can be large; an effect the other way counts as inactive or inconclusive. % is scaled to controls: 0 for no effect and ±100 for the full control effect; potency is read from the fitted curve at half-maximal effect. An excerpt; the hit share may differ from the screen's.

SMILES | DT40 TDP1 no CPT | GCN5L2 inh | TDP1 cell CPT
CCn1c(CSCc2ccc(F)cc2)nnc1SCC(=O)N1CCN(c2ccccc2)CC1 | 23µM* | -6% | ?
CC(CN1CCOCC1)OC(=O)COc1ccc(F)cc1 (centres undefined) | 2% | -4% | -3%
FC(F)(F)c1cc(-c2ccco2)nc(NCCc2ccccc2)n1 | ? | -14% | ?
CN(Cc1nc(CCc2ccccc2)no1)Cc1cccs1 | -13% | 3% | 0%
CCOCCCNC(=O)c1c(N)n(-c2ccc(S(N)(=O)=O)cc2)c2nc3ccccc3nc12 | -10% | -10% | -2%
O=C(NCc1ccccc1)C1CCCN(S(=O)(=O)c2ccc(-n3cnnn3)cc2)C1 (centres undefined) | -22% | -10% | -11%
O=C(CSc1c[nH]c2ccccc12)N1CCOCC1 | 6% | 22% | -8%
O=C(NCC1CC1)NC(=O)c1c(F)cccc1Cl | -5% | -10% | -6%
Nc1nc(COc2ccc(Cl)cc2)cs1 | -11% | -3% | -20%
CSc1ccccc1C(=O)NCC1Cc2cccc(-c3ncccc3C)c2O1 (centres undefined) | -23% | · | -8%
CCN1CCN(C(=O)c2c(-c3c(Cl)cccc3Cl)noc2C)CC1 | -5% | 0% | 1%
C[C@H](CO)N1C[C@H](C)[C@@H](CN(C)Cc2ccc(-c3ccccc3)cc2)Oc2c(NS(=O)(=O)c3cn(C)cn3)cccc2C1=O | ? | 0% | ?
Cc1cccc(-n2ncc3c2CCCC3NC(=O)CCN2CCCCO2)c1C (centres undefined) | ? | -1% | ?
COc1ccc(C(=O)NC2CCN(CC(=O)NC3CCCCC3)CC2)cc1 | -14% | -4% | 0%
CCCOc1ccc(N2C(=O)CC(NCc3cccnc3)C2=O)cc1 (centres undefined) | -15% | -3% | 5%
COc1ccc(-c2cc(-c3cccs3)nc(OC)c2C#N)cc1OC | 29µM* | -12% | ?
CCS(=O)(=O)C1=NN2C(=N)/C(=C\c3ccc(OS(=O)(=O)c4ccccc4)cc3)C(=O)N=C2S1 | 23% | 14µM* | -1%
C=C(C)C(=O)Nc1cccc(C2=NOC3(C2)C[C@H](C(N)=O)N(C(=O)CC#N)C3)c1 (some centres undefined) | 7% | -16% | 2%
CC1(OC(=O)CCc2ccccc2)C(=O)C=C2C=C(c3ccc(C#N)cc3)N(CC3CC3)C=C2C1=O (centres undefined) | ? | -4% | 15µM*
Cc1ccc(NC(=O)CSc2nc3ccc(NC(=O)c4cccs4)cc3s2)cc1 | ? | 1% | -26%
COc1ccccc1NC(=O)CSc1nnc(COc2ccc(Cl)cc2)n1Cc1ccco1 | 15µM* | -9% | 21µM*
Cc1cccc(NC(=S)N(CCN2CCOCC2)Cc2cc3cc4c(cc3[nH]c2=O)OCO4)c1 | ? | -2% | -4%
COc1ccc(C(=O)Cc2ccc(F)cc2)c(OC)c1 | ? | 1% | -10%
CN(C)c1ccc2cc(S(=O)(=O)O)cc(O)c2c1 | -9% | · | ?
C/C(=N\NC(=S)NCCc1ccccc1)c1cccs1 | 5.2µM* | -14% | 5.2µM*
COc1cc(C)ccc1OCCSc1nc2ccc(NC(=O)c3ccc(F)cc3)cc2s1 | 8.2µM* | -8% | ?
Nc1ccccc1SCc1csc(-c2ccc(Cl)cc2)n1 | ? | 3% | ?
COC(=O)CCCn1cc(CN2CC(N3CCCCC3)CS2(=O)=O)nn1 (centres undefined) | -14% | · | -2%
O=C(NCc1ccccc1)C(c1ccccc1)N(C(=O)c1csnn1)C1CCCC1 (centres undefined) | -29% | -4% | 3%
CSc1ccc(S(=O)(=O)NCC(=O)OCC(=O)N(C)Cc2ccccc2)cc1[N+](=O)[O-] | 5% | -11% | -10%

Entries shown so far containing a cyano group (3):
SMILES | DT40 TDP1 no CPT | GCN5L2 inh | TDP1 cell CPT
COc1ccc(-c2cc(-c3cccs3)nc(OC)c2C#N)cc1OC | 29µM* | -12% | ?
C=C(C)C(=O)Nc1cccc(C2=NOC3(C2)C[C@H](C(N)=O)N(C(=O)CC#N)C3)c1 (some centres undefined) | 7% | -16% | 2%
CC1(OC(=O)CCc2ccccc2)C(=O)C=C2C=C(c3ccc(C#N)cc3)N(CC3CC3)C=C2C1=O (centres undefined) | ? | -4% | 15µM*

Further structures.
SMILES | DT40 TDP1 no CPT | GCN5L2 inh | TDP1 cell CPT
COc1ccc(OC)c(NC(=O)C2CC(=O)N(c3ccccc3)C2)c1 (centres undefined) | -4% | 1% | -9%
CC(C)c1nccn1CCC(=O)O | -6% | -3% | -7%
O=C1c2ccccc2C(=O)N1c1ncn[nH]1 | 0% | -2% | -22%
CCOC(=O)c1nn(-c2ccccc2F)c(C)c1C(C)=O | 6% | 0% | -1%
CC1(C)CC(NC(=O)c2ccccc2Cl)CC(C)(C)N1 | -6% | 1% | 10%
CCCC(=O)Nc1ccccc1NC(=O)c1cc(OC)c(OC)c(OC)c1 | -6% | -27% | 8%
CCn1c(=O)c2cc(C(=O)N(C)CC(OC)OC)sc2c2ccccc21 | ? | 1% | ?
Cc1cccc(Oc2ccc3c(c2)Oc2ccccc2NC3=O)c1 | ? | -25% | 16µM*
CCOc1ccccc1CNC(=O)CCCn1nc(C)c2sc3ccccc3c2c1=O | ? | -8% | -21%
CC(C)(C)c1ccc2c(S(=O)(=O)O)c(C(C)(C)C)ccc2c1 | ? | -3% | ?

An excerpt of the results above:
SMILES | DT40 TDP1 no CPT | GCN5L2 inh | TDP1 cell CPT
CCCC(=O)Nc1ccccc1NC(=O)c1cc(OC)c(OC)c(OC)c1 | -6% | -27% | 8%
CCn1c(=O)c2cc(C(=O)N(C)CC(OC)OC)sc2c2ccccc21 | ? | 1% | ?

The list continues:
SMILES | DT40 TDP1 no CPT | GCN5L2 inh | TDP1 cell CPT
COCCN1CCN(C(=O)c2cnn(-c3nccc(-c4ccccc4OC)n3)c2-c2ccco2)CC1 | -10% | · | -1%[9.04 µM]
COc1cc2c3c(c1)C1(C(=O)N3C(C)(C)C=C2C)C(C#N)=C(N)Oc2cc(C)oc(=O)c21 (centres undefined) | 1% | -10% | 8%
CC(C)Cc1cc(C(=O)Nc2sc3c(c2C#N)CCC3)no1 | -27% | -4% | -26%
O=C(c1ccco1)N1CCN(C(=O)C(Cc2ccccc2)NS(=O)(=O)c2cccs2)CC1 (centres undefined) | -18% | -4% | -6%
COc1cc(C(=O)NCC(=O)N2CCN(S(=O)(=O)c3ccccc3C(F)(F)F)CC2)cc(OC)c1OC | ? | 2% | ?
O=C(Nc1ccccc1Cl)C(=O)c1cn(CC(=O)N2CCOCC2)c2ccccc12 | -28% | -7% | -29%
COc1ccc(/C=N\NC(=O)CCc2c(C)n[nH]c2C)c(OC)c1OC | 11% | -4% | -2%
COC(=O)c1cccc(NC(=O)NC2CCCN2S(=O)(=O)c2ccc(Cl)cc2)c1 (centres undefined) | ? | -27% | ?
COc1cc([N+](=O)[O-])ccc1NC(=O)NCc1ccco1 | -21% | -4% | 16%
O=C(Cc1ccccc1F)NC1CCSc2ccccc21 (centres undefined) | -9% | -3% | ?

Compounds above that contain a furan ring, fused or not (five):
SMILES | DT40 TDP1 no CPT | GCN5L2 inh | TDP1 cell CPT
FC(F)(F)c1cc(-c2ccco2)nc(NCCc2ccccc2)n1 | ? | -14% | ?
COc1ccccc1NC(=O)CSc1nnc(COc2ccc(Cl)cc2)n1Cc1ccco1 | 15µM* | -9% | 21µM*
COCCN1CCN(C(=O)c2cnn(-c3nccc(-c4ccccc4OC)n3)c2-c2ccco2)CC1 | -10% | · | -1%[9.04 µM]
O=C(c1ccco1)N1CCN(C(=O)C(Cc2ccccc2)NS(=O)(=O)c2cccs2)CC1 (centres undefined) | -18% | -4% | -6%
COc1cc([N+](=O)[O-])ccc1NC(=O)NCc1ccco1 | -21% | -4% | 16%

Other entries
SMILES | DT40 TDP1 no CPT | GCN5L2 inh | TDP1 cell CPT
CCCCc1ccc(NC(=O)COc2cccc3c(=O)n(C)ccc23)cc1 | 18µM* | -14% | 13µM*
CC(C)(C)N(NS(=O)(=O)c1ccc(F)cc1)c1ccccc1 | 0% | 0% | 13%
Cc1cccc(S(=O)(=O)NC(=O)C2(C)CCN2C(=O)C2(c3ccc(Cl)cc3)CCC2)c1 (centres undefined) | -13% | · | -1%
Cc1nc(-c2ccc(S(=O)(=O)N3CCN(C(c4ccccc4)c4ccccc4)CC3)s2)cs1 | ? | 0% | ?
COC(=O)C1=C(O)/C(=C/c2ccc(OCC(=O)Nc3ccc(OC)cc3)cc2)N=C1C | -5% | · | -9%
Cc1ccc(CNC(=O)Cc2c(C)c3c(cc(C)c4c(C)coc43)oc2=O)cc1 | -7% | -1% | 0%
COc1ccc(-n2nc(C(=O)NCC(=O)NC3CCCC(C)C3C)c3ccccc3c2=O)cc1 (centres undefined) | ? | -7% | 2%
COc1ccc(/C=C/C(=O)Nc2ccc3nc4c(c(Nc5ccc(OC)c(OC)c5)c3c2)CCCC4)cc1 | 4.6µM* | -18% | 3.7µM*
O=C(NCc1cccs1)C(=O)c1cn(CC(=O)N2CCOCC2)c2ccccc12 | -7% | -5% | -19%
Cc1ccc2nc(SCC(=O)NCc3ccco3)nc(=O)n2c1 | 2% | -9% | 4%
O=C(COC(=O)CNC(=O)c1ccc(F)cc1)Nc1cccc(S(=O)(=O)N2CCCC2)c1 | -22% | -4% | 2%
O=C(OCC#CCSc1nnc(-c2ccccc2)o1)c1cccs1 | 1% | -19% | -11%
CC(C)(C)c1ccc(S(=O)(=O)N2CCN(CC(O)COCC3CCCO3)CC2)cc1 (centres undefined) | -12% | -3% | -15%
Cc1ccc[n+](C(C)C(=O)c2ccc(Cl)cc2)c1 (centres undefined) | -8% | -2% | -23%
O=C(Cn1cc([N+](=O)[O-])cn1)NCC1CCCO1 (centres undefined) | -19% | -8% | -11%
CC(Nc1nc(=S)nc(Nc2ccc(F)cc2)[nH]1)c1ccccc1 (centres undefined) | ? | 1% | 21µM*
COC(=O)c1sccc1NC(=O)CC1C(=O)NCCN1C(=O)Nc1ccccc1 (centres undefined) | -7% | -2% | 2%
Cc1nnc2sc(-c3ccc(-c4ccc(Cl)c(C(F)(F)F)c4)o3)nn12 | ? | -5% | ?
COc1ccc2c(c1)c1c(c(=O)n(-c3ccc(F)c(Cl)c3)c(=O)n1Cc1ccccc1F)n2C | ? | -4% | ?
COc1ccc(-c2sc3ccc(N4CCOCC4)cc3c2C#CCCO)cc1 | 4.6µM* | -5% | 6.5µM*
O=C(N/N=C/c1ccccc1O)NC12CC3CC(CC(C3)C1)C2 | ? | -18% | ?
COc1ccccc1C(=O)Nc1nnc([C@@H]2C[C@H](O)[C@@H](CO)O2)s1 | -11% | · | -4%
O=C(CSc1nc2ccccc2n1Cc1ccccc1)N1CCN(c2ccc(F)cc2)CC1 | -23% | 1% | -14%
COc1ccc(S(=O)(=O)N(C)C)cc1NC(=O)C1CCN(c2ncnc3sc(C)c(C)c23)CC1 | 9.2µM* | · | 21µM*
CC(C)(C)c1ccc(C(=O)N2CCCN(c3ccc([N+](=O)[O-])cn3)CC2)cc1 | 18µM* | -7% | ?
CCN1CCCC1CNC(=O)CCNC(=O)c1cc(OC)c(OC)c(OC)c1 (centres undefined) | 0% | 5% | 2%
CC(C)CC(=O)NC(=S)Nc1nc(-c2cccc3ccccc23)cs1 | 21µM* | -10% | -17%
COc1cc(/C=N/n2cnnc2)ccc1OCC(=O)N1CCOCC1 | -3% | -8% | 16%
Cn1c(CNC(=O)C(Cc2ccccc2)NC(=O)c2ccccc2)cc(=O)n(C)c1=O (centres undefined) | -8% | -3% | 1%
CC1CC(c2ccccc2)n2nc(NC(=O)CCc3ccccc3)nc2N1 (centres undefined) | -17% | -1% | -18%

Three entries drawn at random from those above:
SMILES | DT40 TDP1 no CPT | GCN5L2 inh | TDP1 cell CPT
CCN1CCN(C(=O)c2c(-c3c(Cl)cccc3Cl)noc2C)CC1 | -5% | 0% | 1%
O=C(NCc1ccccc1)C1CCCN(S(=O)(=O)c2ccc(-n3cnnn3)cc2)C1 (centres undefined) | -22% | -10% | -11%
COc1ccc(-c2sc3ccc(N4CCOCC4)cc3c2C#CCCO)cc1 | 4.6µM* | -5% | 6.5µM*

Other results
SMILES | DT40 TDP1 no CPT | GCN5L2 inh | TDP1 cell CPT
Cc1oc(S(=O)(=O)N2CCOCC2)cc1C(=O)Nc1ccc(F)cc1 | -26% | -5% | -1%
CCC(C)(C)NC(=O)C(c1ccncc1)N(C(=O)c1sc(C)nc1C)c1ccc(F)cc1 (centres undefined) | 0% | 0% | -6%
Cc1ccc(C(=O)COC(=O)c2n[nH]c(=O)c3ccccc23)cc1 | -19% | -5% | -21%
NC(=O)CSc1nc2ccccc2nc1SCC(N)=O | -10% | -7% | -13%
